Screening data: PubChem, National Center for Advancing Translational Sciences (NCATS)
DT40 TDP1 CPT: growth inhibition of DT40 Tdp1-/-;hTDP1 cells with camptothecin (screen for TDP1 inhibitors). Potency, µM (highest dose often 46.2 µM), without a hit: at the top dose activity change, negative = growth inhibition, actives largely listed as inhibitors. 12% of 420,000 active. AID 686979. chicken DT40 Tdp1-/-;hTDP1 cells + 20 nM CPT, ATP luminescence, 48 h; note: nearly all actives have a fitted effect of over 55% in size
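Chicken DT40 Tdp1-/- cells stably complemented with human TDP1 were seeded at 400 cells/well in medium containing 20 nM camptothecin, exposed to pin-transferred compounds, and grown at 37 °C for at least 48 hr. Viability was read as ATP luminescence.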
DT40 TDP1 no CPT: qHTS for Inhibitors of human tyrosyl-DNA phosphodiesterase 1 (TDP1): qHTS in cells in absence of CPT; DT40 Tdp1-/- hTDP1 cells, no CPT, ATP luminescence, 48 h; Potency, µM (titrated, usually from 46.2 µM), inactives show top-dose activity change, negative = growth inhibition, usual class: inhibitors; 15% of 420,000 active; AID 686978, 2013; note: nearly all actives have a fitted effect of over 55% in size
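A cellular qHTS used chicken DT40 cells lacking endogenous Tdp1 but carrying stably transfected human TDP1. Compounds were applied without camptothecin, and cell growth kinetics were judged by ATP-dependent luminescence after ≥48 hr.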
TDP1 inh: blocks human tyrosyl-DNA phosphodiesterase 1; recombinant TDP1, AlphaScreen DNA substrate cleavage; 0.28% of 350,000 active; AID 485290; Q9NUW8; Potency, µM (titrated, usually from 130 µM), without a hit: top-dose activity change, negative = inhibition, hits mostly inhibitors; note: nearly all actives have a fitted effect of over 40% in size
Target sequence (Q9NUW8 whole entry, looked up): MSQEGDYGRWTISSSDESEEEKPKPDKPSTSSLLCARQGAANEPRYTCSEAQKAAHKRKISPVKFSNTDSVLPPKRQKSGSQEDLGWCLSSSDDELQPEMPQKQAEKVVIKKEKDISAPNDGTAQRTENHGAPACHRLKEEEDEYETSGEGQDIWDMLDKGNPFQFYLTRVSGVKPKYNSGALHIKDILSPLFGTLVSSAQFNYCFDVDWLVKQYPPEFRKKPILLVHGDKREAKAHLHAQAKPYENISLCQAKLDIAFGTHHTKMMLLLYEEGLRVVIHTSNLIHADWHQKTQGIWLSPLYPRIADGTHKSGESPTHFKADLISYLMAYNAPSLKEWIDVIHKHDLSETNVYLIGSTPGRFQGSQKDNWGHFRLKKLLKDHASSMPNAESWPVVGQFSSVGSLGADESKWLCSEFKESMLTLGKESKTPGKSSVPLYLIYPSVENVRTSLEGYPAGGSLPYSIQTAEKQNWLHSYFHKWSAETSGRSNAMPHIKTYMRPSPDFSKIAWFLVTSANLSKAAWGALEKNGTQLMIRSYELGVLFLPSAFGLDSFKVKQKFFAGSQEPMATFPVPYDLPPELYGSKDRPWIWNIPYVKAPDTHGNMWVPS
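Compounds were preincubated with Tdp1 (1 nM final) for 15 min at room temperature before substrate (15 nM final) started a 5 min reaction; beads (10 ug/ml final) were then added for 10 min before AlphaScreen detection.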
Numbers without * were called inactive; ? = inconclusive; / = not tested or not shown; & = joins results of further samples; [ ] = dose if it differs, or a comment. Calls come from the whole dose curve; as a rule, active = well fitted curve in the direction sought with a large enough effect; inconclusive = small, poorly fitted or top-dose-only effect, or another doubt; inactive = no such curve, though single readings can be large; an effect the other way counts as inactive or inconclusive. % is set by controls: 0 for no effect and ±100 for the full control effect; potency is the fitted concentration of half-maximal effect.

SMILES	DT40 TDP1 CPT	DT40 TDP1 no CPT	TDP1 inh
CC1c2cccn2CCN1S(=O)(=O)c1ccc(F)cc1 (centres undefined)	10%	-6%	9%
O=C1[C@H](Cc2ccccc2)NC/C=C\C[C@H](c2ccc(Cl)cc2)N1Cc1ccc(Cl)cc1	?	?	/
COc1ccccc1N(CC(=O)Nc1ccccc1C(=O)NC(C)C)S(C)(=O)=O	-4%	-2%	6%
Cn1c(=O)c2cc(NC(=S)NC3CCCCC3)ccc2n1C/C=C/c1ccccc1	?	-23%	/
COCCn1c(=S)[nH]c2cc(C(=O)N3CCN(Cc4ccccc4)CC3)ccc2c1=O	-26%	?	/
COCCn1nnnc1C1(N(Cc2cc3cc(C)ccc3[nH]c2=O)CC2CCCO2)CCN(C)CC1 (centres undefined)	?	-23%	2%
C(#Cc1ccccc1)CN1CCN(c2ccccn2)CC1	?	-26%&-2%	0%
CC(C)C(=O)NC(c1ccc([N+](=O)[O-])cc1)c1c(O)ccc2ccccc12 (centres undefined)	18µM*	?	8%
O=C(/C=C/c1ccccc1)Nc1ccc2c(c1)OCCO2	-4%	2%	5%
N#C/C(=C\c1coc2ccccc2c1=O)C(N)=S	?	15µM*	12%
CSc1ncccc1C(=O)OCC(=O)NCc1ccccc1	-4%	8%	0%
OCCCc1nc2ccccc2[nH]1	4%	0%	4%
O=C(CSc1nnc(C2COc3ccccc3O2)o1)Nc1nccs1 (centres undefined)	?	-26%	3%
CC(C)c1cccc(C(C)C)c1NC(=O)CN(C)C1CCS(=O)(=O)C1 (centres undefined)	-12%	0%	1%
COc1ccc(-c2nc3c(=O)n(C)c(=O)nc-3n(C)n2)cc1	0.089µM*	0.45µM*	4%
C[C@H](CO)N1C[C@H](C)[C@@H](CN(C)C(=O)Nc2ccc(C(F)(F)F)cc2)Oc2ccc(NC(=O)Nc3ccc4c(c3)OCO4)cc2C1=O	?	?	4%
Cc1ccccc1OCCC(=O)OCC(=O)Nc1c(F)cccc1F	-13%	-4%	0%
Cc1ccc(NC(=S)NNc2ccc(C(=O)O)cc2[N+](=O)[O-])cc1C	2%	-30%	/
CC(C)CCNC(=O)C1(c2cccs2)CCOCC1	6%	-1%	4%
Cc1cccc(NC(=O)c2ccc([N+](=O)[O-])cc2Cl)n1	?	?	-1%

Complete entries as entered above:
`COCCn1nnnc1C1(N(Cc2cc3cc(C)ccc3[nH]c2=O)CC2CCCO2)CCN(C)CC1` (centres undefined) across the screens: DT40 TDP1 CPT = ?; DT40 TDP1 no CPT = -23%; TDP1 inh = 2%
`Cc1cccc(NC(=O)c2ccc([N+](=O)[O-])cc2Cl)n1` across the screens: DT40 TDP1 CPT = ?; DT40 TDP1 no CPT = ?; TDP1 inh = -1%

Next records
SMILES	DT40 TDP1 CPT	DT40 TDP1 no CPT	TDP1 inh
CNNC(=O)C(C)NC(=O)c1ccc(Br)cc1 (centres undefined)	-21%	-17%	0%
CC1CCCN(C(=O)c2ccc3c(c2)OCO3)C1 (centres undefined)	-7%	-5%	1%
CC(C)OC(=O)c1c2c(n3ccccc13)C(=O)c1ccccc1C2=O	15µM*	13µM*	-2%
CCOC(=O)C1CCCN(C(=O)c2cc(F)cc(F)c2)CC1 (centres undefined)	-8%	7%	/
COC(=O)Cn1c2ccc(C)cc2c2nc(C)sc21	-17%	-13%	5%
Cc1ccc(NS(=O)(=O)c2ccc(C(=O)N3CCC3)cc2)cc1	?	?	0%
CCc1nnc(NC(=O)CN2CCCC(C)C2)s1 (centres undefined)	-2%	0%	/
Cc1ccccc1CSc1nc(-c2ccccc2)nc2c1Cc1c(CO)cnc(C)c1O2	7%	-18%	0%
CNC(=O)c1nc(C)n(-c2ccc(Cl)cc2Cl)n1	12µM*	?	-1%
CSCC[C@H](NC(=O)N1CCn2c1nc1ccccc12)C(=O)N1CCCCC1	-19%	-2%	4%
C[C@@H]([C@@H](O)c1ccccc1)N(C)C(=O)C(N)Cc1ccccc1 (some centres undefined)	-1%	-1%	/
Cc1cc(C)cc(NC2=C(N)C(=O)c3ccccc3C2=O)c1	?	14%	/
Cc1nc2c(-c3ccccc3)c(C)[nH]n2c(=O)c1Cl	0%	-2%	7%
CC1(C)CC(Cc2ccc(C(F)(F)F)cn2)N(C(=O)OC(C)(C)C)C1 (centres undefined)	-17%	-19%	/
CCc1ccc(/C=N/N2CCN(c3ccccn3)CC2)cc1	2%	-10%	1%
O=C(NCc1cccs1)c1cnc(Cl)c(Cl)c1	-28%	-23%	6%
O=C(N/N=C/c1ccc([N+](=O)[O-])o1)c1cc2c(ccc3ccccc32)o1	10µM*	?	0%
CN(Cc1ccccc1O)CC1CCCN(CCc2ccc(Cl)cc2)C1 (centres undefined)	?	?	/
CC(C)[C@H](Nc1ccc(C(F)(F)F)cc1[N+](=O)[O-])C(=O)O	2%	0%	1%
CCOC(=O)C1=C(N)Oc2cc(C)oc(=O)c2C1c1cccnc1 (centres undefined)	-14%	-11%	2%
COc1ccc(CNC(=O)/C=C/[C@H]2O[C@@H](n3ccc(=O)[nH]c3=O)[C@H](O)[C@@H]2O)cc1	5%	14%	/
CN1CCN(C(=O)c2ccccc2NC(=O)c2cccs2)CC1	5%	-14%	2%
CC(C)C(C(=O)NCC1CCCO1)N(C(=O)CNS(=O)(=O)c1ccc(F)cc1)C1CCCCC1 (centres undefined)	6%	-19%	/
O=C(Cc1ccc(-c2ccccc2)cc1)Nc1ncccc1O	-20%	1%	4%[56.1 µM]
COc1ccc(-n2nc([N+](=O)[O-])c(=NCc3cccnc3)n2O)cc1	16µM*	?	1%
COc1ccc(-c2noc(CNC(=O)c3ccc4c(c3)OCO4)n2)cc1OC	-10%	-6%	8%
CN(Cc1ccccc1)C(=O)c1nc[nH]c1C(=O)N(C)Cc1ccccc1	-2%	-18%	2%
O=Nc1ccc(NO)c2ccccc12	?	13µM*	/
COC(=O)c1cc2sccc2n1Cc1nc(-c2cccc(Br)c2)oc1C	-16%	-13%	0%
CC(=O)N1c2ccc(S(=O)(=O)N3CCCCC3)cc2CC1C(=O)Nc1ccccc1C(F)(F)F (centres undefined)	-30%	-15%	4%
O=C1COc2ccc(C(=O)c3ccccc3C(=O)NCc3ccccc3)cc2N1	?	?	-7%
COc1ccc2cc3cc(C(=O)Nc4cc(OC)c(OC)c(OC)c4)oc3nc2c1	?	?	-10%
NC(=O)[C@@H]1CCOc2c(I)cc([N+](=O)[O-])cc2C(=O)N[C@@H](CO)C(=O)NCC(=O)N1	3%	-6%	1%
CCc1nc2c(=O)[nH]cnc2o1	-2%	-5%	/
Cc1ccc(C)c(NC(=O)C(=O)NCC(c2cccnc2)N2CCN(c3ccc(F)cc3)CC2)c1 (centres undefined)	4.6µM*	4.6µM*	-4%
Cc1ccc(C)c(Oc2coc3cc(OC(=O)c4cccs4)ccc3c2=O)c1	29µM*	?	/
CCn1cc(C(=O)O)c(=O)c2cc(F)c(N3CCN(C(=S)NC(=O)c4c(OC)cccc4OC)CC3)cc21	18µM*	26µM*	-3%[0.0935 µM]
COC(=O)CSc1ccc(C#N)c(SCC(=O)OC)c1	6%	-22%	4%
CCn1c(SCC(=O)Nc2nnc(C)s2)nnc1-c1ccco1	-2%	-3%	3%
N/C(Cn1nnc(-c2ccccc2)n1)=N\O	-7%	-21%	1%
O=C(CSc1nncc2ccccc12)Nc1ccccc1	2%	-11%	/
Cc1ccc2[nH]c(C)c(CCNC(=O)C3CCCCC3C(=O)OCC(F)(F)F)c2c1 (centres undefined)	16%	-17%	4%
COc1ccccc1CNC(=O)C1CCC(CNc2c(N3CCC(C)CC3)c(=O)c2=O)CC1 (centres undefined)	-30%	-21%	3%
O=C(NC1CC1)C1=C[C@@H](c2c[nH]c3ccccc23)C[C@@H](OCCCCO)O1	-1%	-28%	0%
CC(OC(=O)[C@@H]1CCCN1C(=O)c1cccs1)C(=O)Nc1cccc([N+](=O)[O-])c1 (some centres undefined)	-20%	-18%	2%
O=C(CS(=O)c1ccccc1[N+](=O)[O-])Oc1ccc(Br)cc1 (centres undefined)	-19%	-17%	/
Cc1[nH]c2nc3ccccc3n2c(=O)c1CCC(C)C	7%	5%	/
CCC(=O)c1ccc(OCC(=O)OCC(=O)N2CCN(c3ccc(OC)cc3)CC2)cc1	-3%	-3%	/
Nc1nonc1-c1nc2ccccc2n1CC(=O)NC1CCCC1	-25%	-3%	-1%
CC(CCc1ccccc1)NC(=O)Cn1c(=O)nc(-c2ccccc2F)c2cc(Cl)ccc21 (centres undefined)	-8%	-26%	6%
COC(=O)c1cc(C(=O)Nc2nnc(CC(C)(C)C)s2)cc([N+](=O)[O-])c1	0%	?	1%
Cc1ccccc1N1CC(C(=O)Nc2ccc(S(=O)(=O)N3CCOCC3)cc2)CC1=O (centres undefined)	-7%	-14%	/
COc1cc(Cl)c(S(=O)(=O)n2cnc(C)c2)cc1Cl	-13%	-1%	2%[56.1 µM]
O=C(c1sc2cc([N+](=O)[O-])ccc2c1Cl)N1CCOCC1	-18%	11%	4%
CC(=O)Nc1ccc(S(=O)(=O)N2CCc3ccccc3C2CC(=O)O)cc1 (centres undefined)	-1%	7%	/
O=S(=O)(NC(=NC1CCCC1)C(F)(F)F)c1ccccc1	6%	-8%	1%
CC(C)C1C(=O)NC(=S)N1S(=O)(=O)c1ccc(C(C)(C)C)cc1 (centres undefined)	8%	-5%	3%
Cc1sc2nc(SCC(=O)N3CCCCC3)[nH]c(=O)c2c1C	-12%	-9%	5%
O=C(Cc1ccc(NC(=O)C2CCCN(C(=O)CCc3ccccc3)C2)cc1)Nc1cccc(C(=O)N2CCCC2)c1 (centres undefined)	23µM*	13µM*	/
COc1ccccc1/C=C1/C(=O)N(c2ccc([N+](=O)[O-])cc2)N=C1C	-3%	1%	/

Next part (3 carried over from the part before).
SMILES	DT40 TDP1 CPT	DT40 TDP1 no CPT	TDP1 inh
Cc1sc2nc(SCC(=O)N3CCCCC3)[nH]c(=O)c2c1C	-12%	-9%	5%
O=C(Cc1ccc(NC(=O)C2CCCN(C(=O)CCc3ccccc3)C2)cc1)Nc1cccc(C(=O)N2CCCC2)c1 (centres undefined)	23µM*	13µM*	/
COc1ccccc1/C=C1/C(=O)N(c2ccc([N+](=O)[O-])cc2)N=C1C	-3%	1%	/
O=C(COc1ccc(F)cc1)N1CCCCCCC1	-1%	-9%	/
COc1ccc(-n2c(=O)c(-c3cccs3)nc3cnc(OC)nc32)cc1	-79%	?	/
CSc1ccc(NC(=O)N2CCC(C(=O)c3ccc(F)cc3)CC2)cc1	?	?	9%
C=CCOC(=O)c1c(C)nc2cc3c(cc2c1C)OCO3	-14%	-27%	0%
CN(C)CCCN(C(=O)c1cc2cc([N+](=O)[O-])ccc2s1)c1nc2cc3c(cc2s1)OCCO3	1.3µM*	2.3µM*	13%
Cc1ccc(S(=O)(=O)N2CCN(C(=O)COC(=O)CNC(=O)c3ccccc3F)CC2)c(C)c1	-31%	23%	/
COc1ccc(C2=C(C=Nc3c(C)n(C)n(-c4ccccc4)c3=O)C(c3ccccc3C)c3ccccc3O2)cc1OC (centres undefined)	-27%	-26%	5%
Cc1cc(C(=O)OCC(=O)N2C(C)CCCC2C)c2ccccc2n1 (centres undefined)	2%	?	0%
CC(C)=C(NC(=O)c1ccccc1)C(=O)NCc1ccccc1	-18%	-18%	5%
COc1cc(C(O)CO)ccc1OS(=O)(=O)O (centres undefined)	1%	-13%	11%[56.1 µM]
CCOc1ccc(OCC(O)CNC2CCN(Cc3ccccc3)CC2)cc1 (centres undefined)	5.8µM*	9.2µM*	3%
COc1ccc(NC(=O)c2sc3nc(C)c(C(=O)Nc4ccc(C)cc4C)c(-c4ccc(Cl)cc4)c3c2N)cc1	-4%	-6%	0%
CCC(C)(C)n1nnnc1C(c1ccc(OC)c(OC)c1)N1CCN(c2cccc(OC)c2)CC1 (centres undefined)	-2%	?	8%
CCOC(=O)C(Cc1c[nH]c2ccccc12)NC(=O)CNC(C)=O (centres undefined)	-7%	-2%	8%

Gathered by group: those above with a CF3 group (6)
SMILES	DT40 TDP1 CPT	DT40 TDP1 no CPT	TDP1 inh
C[C@H](CO)N1C[C@H](C)[C@@H](CN(C)C(=O)Nc2ccc(C(F)(F)F)cc2)Oc2ccc(NC(=O)Nc3ccc4c(c3)OCO4)cc2C1=O	?	?	4%
CC1(C)CC(Cc2ccc(C(F)(F)F)cn2)N(C(=O)OC(C)(C)C)C1 (centres undefined)	-17%	-19%	/
CC(C)[C@H](Nc1ccc(C(F)(F)F)cc1[N+](=O)[O-])C(=O)O	2%	0%	1%
CC(=O)N1c2ccc(S(=O)(=O)N3CCCCC3)cc2CC1C(=O)Nc1ccccc1C(F)(F)F (centres undefined)	-30%	-15%	4%
Cc1ccc2[nH]c(C)c(CCNC(=O)C3CCCCC3C(=O)OCC(F)(F)F)c2c1 (centres undefined)	16%	-17%	4%
O=S(=O)(NC(=NC1CCCC1)C(F)(F)F)c1ccccc1	6%	-8%	1%
